Screening results as filed in PubChem.
RAD54 inh – inhibitors of human RAD54 branch migration, primary screen, biochemical, fluorescence, single point; RAD54 Holliday junction branch migration, FAM/BHQ fluorescence; DNA repair and recombination protein RAD54-like (Homo sapiens), Q92698; inhibition, % at 10.4 µM; 360,000 tested, 0.14% active;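 active means mean normalized replicate activity at least 40 and at least half of replicates scoring 40 or more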;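 further: 0% = median of neutral control wells and 100% = median of positive control wells; inhibitors cause a drop in the FAM fluorescence signal; in these data hits start at about 50%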
RAD52 anneal inh – RAD52 DNA annealing inhibitors, primary screen, biochemical, FRET, single point, set 2. DNA repair protein RAD52 homolog (Homo sapiens), P43351. recombinant RAD52 DNA annealing, FRET fluorescence. inhibition, % at 18.7 µM. 360,000 tested, 0.46% active;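 active means every replicate showing at least 50% inhibition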
esBAF inh – Bmi1 luciferase reporter increase in mESCs, primary screen, esBAF inhibitor project, mouse ES cells, Bmi1 luciferase knock-in, single point | 24 h; 100% = twice the neutral-well signal | 350,000 tested, 2% active | AID 602393, 2012 | reporter increase, % at 12.5 µM; in the data active means activation above about 40%;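 further: 0% = median of the plate's neutral control wells and 100% = double that signal; a rise in the Bmi1 reporter signal indicates esBAF inhibition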
ERAP1 HTS inh – human ERAP1 aminopeptidase inhibitors, primary screen, biochemical, single point, plate reader. Endoplasmic reticulum aminopeptidase 1 (Homo sapiens), Q9NZ08. 340,000 tested, 0.15% active. inhibition, % at 10.7 µM. recombinant ERAP1, Leu-AMC fluorescence, 60 min. AID 652197, 2013;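 active means mean replicate inhibition of at least 30%, or all replicates individually reaching that 30% level; inactive means mean below 30% and not every replicate reaching it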;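 further: 0% = neutral control wells and 100% = L-leucinethiol positive control wells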
Target sequence (Q9NZ08 whole entry, looked up): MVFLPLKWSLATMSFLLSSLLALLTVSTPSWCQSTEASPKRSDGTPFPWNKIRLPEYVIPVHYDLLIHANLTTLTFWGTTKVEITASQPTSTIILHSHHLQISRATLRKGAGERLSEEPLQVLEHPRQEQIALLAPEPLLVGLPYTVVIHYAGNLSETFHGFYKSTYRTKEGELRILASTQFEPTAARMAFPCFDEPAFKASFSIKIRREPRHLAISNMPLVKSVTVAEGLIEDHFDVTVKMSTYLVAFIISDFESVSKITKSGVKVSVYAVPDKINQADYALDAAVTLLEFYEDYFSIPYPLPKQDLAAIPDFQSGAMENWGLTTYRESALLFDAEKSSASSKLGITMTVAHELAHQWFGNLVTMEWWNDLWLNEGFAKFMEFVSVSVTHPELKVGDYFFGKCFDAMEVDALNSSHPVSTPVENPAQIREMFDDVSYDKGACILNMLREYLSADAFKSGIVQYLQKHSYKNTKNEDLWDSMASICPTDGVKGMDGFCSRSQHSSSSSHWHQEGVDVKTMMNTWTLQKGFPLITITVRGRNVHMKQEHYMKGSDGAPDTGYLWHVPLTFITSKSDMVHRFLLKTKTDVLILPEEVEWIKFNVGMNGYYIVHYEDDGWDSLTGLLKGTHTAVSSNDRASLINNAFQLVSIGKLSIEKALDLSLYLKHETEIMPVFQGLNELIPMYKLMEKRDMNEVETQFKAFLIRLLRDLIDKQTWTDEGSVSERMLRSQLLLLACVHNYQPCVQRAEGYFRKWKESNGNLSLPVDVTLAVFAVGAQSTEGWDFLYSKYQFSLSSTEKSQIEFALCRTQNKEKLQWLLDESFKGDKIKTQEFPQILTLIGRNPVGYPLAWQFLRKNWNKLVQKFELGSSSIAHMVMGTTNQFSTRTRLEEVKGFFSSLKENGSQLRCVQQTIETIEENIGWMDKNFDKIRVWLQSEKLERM
CFTR F508del cor – F508del CFTR correction, initial screen, CFBE line, single point; CFBE cells, YFP halide quenching; stimulated with forskolin plus potentiator P3; % fluorescence drop versus neutral controls; activity (quench increase), % at 7.58 µM; 350,000 tested, 0.36% active;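 active means mean added fluorescence quench of at least 8% versus neutral control, with both replicates also reaching 8%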;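 further: cells transiently co-express mutant CFTR-F508del with the halide-sensitive YFP; corrector assay measuring rescue of mutant channel to the surface after 24 h compound exposure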
GSIS activator – GLuc luminescence reporter in INS-1E cells, primary screen for activators of glucose-dependent secretion of insulin; INS-1E GLuc reporter insulin secretion, 2-3 h; activation, % at 16.6 µM; 370,000 tested, 0.61% active; AID 743287, 2014;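 active means lowest replicate activation of at least 40%, so every replicate reaches that level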;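 further: 0% = median of neutral control wells and 100% = median of IBMX positive control wells; some compounds called inactive have numbers as strong as hits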
XiGFP reactiv – activators of inactive X chromosome reactivation, primary screen, imaging, XiGFP fibroblasts, GFP high-content imaging, set 2; 360,000 tested, 0.055% active; XiGFP mouse fibroblasts, % GFP-positive cells imaging, 3 d; cells co-treated with 5-aza-dC sensitizer; scaled so ellipticine positive control = 100%; activation, % at 7.58 µM;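 active means mean normalized replicate activation at least 10% and every replicate at or above 10%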;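 further: 0% = median of on-plate neutral control wells and 100% = ellipticine 6 µM median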
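System: 68-5-11 XiGFP fibroblast line | Buffer or medium: DMEM containing 5-aza-dC | Compound: Single point | Times: Compounds 3 days, fix/stain 15 min at room temperature | Benchmarks: Positive control ellipticine, 6 µM final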
ARNT TACC3 PPI – disruptors of ARNT/TACC3 protein interaction, primary screen, biochemical, AlphaScreen, single concentration; Transforming acidic coiled-coil-containing protein 3 (Homo sapiens), Q9Y6A5; AlphaScreen His-ARNT PAS-B/GST-TACC3 binding, luminescence; TACC3 fragment carries E629A point mutation; inhibition, % at 9.99 µM; 390,000 tested, 0.66% active; AID 623870, 2012;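 active means mean inhibition of replicates at least 50% and at least half of replicates each reaching 50%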;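 further: 0% = complete ARNT plus TACC3 wells and 100% = ARNT alone without TACC3; many hits fall short of the cut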
Starred values were filed as active, the others as inactive; · = not tested or not shown.

Every second line gives: CFTR F508del cor	RAD52 anneal inh	XiGFP reactiv	ARNT TACC3 PPI	GSIS activator	RAD54 inh	esBAF inh	ERAP1 HTS inh
CCOC(=O)N(C)C[C@H]1OCc2cn(nn2)CCCC(=O)N([C@H](C)CO)C[C@H]1C
    -2.0	7.7	0.0	-1.2	-0.9	-1.2	0.3	-2.2
N#C[C@@H]1[C@@H](c2ccc(C#Cc3cccc(F)c3)cc2)[C@H](CO)N1C(=O)C1CCCC1
    1.5	-62.6	-0.1	5.0	16.9	-4.4	8.1	1.9
Oc1ccccc1OCC(O)c1ccccc1 (centres undefined)
    0.4	-5.7	0.4	4.7	1.5	3.6	4.8	0.2
CN1CCN(c2ccc(NC(=O)c3ccc(-c4cccc([N+](=O)[O-])c4)o3)cc2)CC1
    1.5	58.1*	0.2	13.4	-9.8	·	·	7.0
CCOC(=O)CSc1nnc(CNC(=O)c2ccco2)n1C
    ·	·	·	-3.2	-1.0	-5.6	-4.3	·
Cc1ccc(-n2cccc2/C=C2/NC(=O)N(CC(=O)Nc3cccc(C)c3)C2=O)cc1
    -0.1	-19.5	0.0	-5.3	·	·	·	2.5
O=C1CN(S(=O)(=O)c2ccccc2)c2ccccc2N1
    -2.4	-15.4	0.0	0.1	2.2	-2.3	-3.4	-1.4
O=C(NCc1cccnc1)c1[nH]c(C(F)(F)F)nc1-c1ccccc1
    0.5	-5.2	0.1	·	·	2.6	-1.1	-1.0
COCCCN1C(=O)CS/C1=N\S(=O)(=O)c1ccccc1
    0.2	-9.7	0.0	6.3	1.3	-12.1	·	0.4
CC(C)(C)NC(=O)C(c1ccc(C(F)(F)F)cc1)n1c(=O)c(-c2ccccc2)nc2ccccc21 (centres undefined)
    0.9	-19.8	0.0	·	-3.0	·	·	·
C[C@H](CO)N1C[C@H](C)[C@@H](CN(C)C(=O)Nc2cccc(F)c2)Oc2ncc(C3=CCCCC3)cc2C1=O
    0.5	22.3	-0.2	2.4	-15.8	-3.4	0.3	-2.4
CN1C(=O)c2cc(NC(=O)Nc3ccc(Cl)cc3)ccc2OC[C@@H]2O[C@H](CC(=O)O)CC[C@@H]21
    -2.3	0.9	-0.1	9.8	7.7	-2.5	3.3	0.8
CC(C)Cn1cnc2c1c(=O)n(CC(=O)N(C)C)c(=O)n2Cc1ccccc1
    1.7	-4.7	0.0	-19.3	10.5	·	·	2.5
Cc1c(C(=O)N2CCCCC2)c(S(=O)(=O)N2c3ccccc3CC2C)c(C)n1C (centres undefined)
    2.4	-4.9	0.0	2.0	8.7	-13.1	-1.9	-1.0
C[C@@H]1CN([C@H](C)CO)S(=O)(=O)c2ccc(C3=CCCCC3)cc2O[C@H]1CN(C)Cc1ccccc1
    -0.3	-4.2	0.2	·	16.0	·	·	·
O=C(COC(=O)c1ccc(O)cc1)Nc1ccccc1[N+](=O)[O-]
    -0.3	-8.4	0.0	2.9	-7.2	·	·	-2.1
COC(=O)c1onc(-c2c(OC)cc(OC)cc2OC)c1C(=O)OC
    2.2	2.9	0.0	-5.0	15.7	·	·	0.7
O=S(=O)(c1ccc2ccccc2c1)N1CCCCCC1
    -2.7	-17.8	0.0	·	-14.2	·	·	3.6
CC(=O)NC(c1cc(Cl)c2cccnc2c1O)C(C)C (centres undefined)
    2.5	-12.1	2.1	58.2*	-3.5	-5.1	-12.7	-3.0
Cc1ccc2nc(N/C(=N/S(=O)(=O)c3cccs3)c3ccccc3Cl)sc2c1
    2.0	-8.9	0.1	-5.0	6.3	-6.8	1.2	3.6
CCOc1ccc(C(C)C)cc1S(=O)(=O)N1CCOCC1
    -0.6	-0.5	0.4	·	0.3	·	·	-0.9
CC(C)N1CCCC(C)(C(=O)Nc2nccc3ccccc23)C1 (centres undefined)
    1.8	2.1	0.0	·	12.4	5.9	-0.5	5.8
CCC(=O)N(C)C[C@@H]1Oc2cc(/C=C/c3ccccc3)ccc2S(=O)(=O)N([C@H](C)CO)C[C@H]1C
    -7.0	-0.3	-1.2	7.6	-27.2	-3.2	3.9	3.6
Cc1nc(NC(=O)/C=C/c2ccccc2)n[nH]1
    -4.8	-4.9	0.3	-3.4	11.6	7.8	39.7	3.6
Cc1nc(CNS(=O)(=O)c2cccnc2)cs1
    ·	·	·	0.5	-8.8	2.8	-0.8	·
Cc1noc(C)c1NC(=O)N(C)C[C@H]1Oc2ccc(NS(C)(=O)=O)cc2C(=O)N([C@@H](C)CO)C[C@H]1C
    -0.8	-6.1	-0.9	-8.3	13.5	0.5	1.2	-1.5
CCOC(=O)N/N=C/c1cc(C)n(-c2ccccc2)c1C
    ·	-10.0	0.0	-1.6	30.7	·	11.8	6.4
CCOC(=O)[C@@H]1[C@H]2COc3cc(OC)ccc3[C@@H]2N2C(=O)N(c3cccc(C)c3)C(=O)[C@]12C
    -2.1	-14.4	-0.1	34.5	-27.0	7.4	-3.2	0.7
C[C@H]1CN([C@@H](C)CO)C(=O)c2cc(NC(=O)NC3CCCCC3)ccc2O[C@H]1CN(C)CC1CCCCC1
    -1.2	-1.0	0.1	15.0	-11.2	1.3	-0.3	2.3
C[C@@H]1CN([C@@H](C)CO)S(=O)(=O)c2ccc(C#CCC3CCCC3)cc2O[C@@H]1CN(C)Cc1ccc(C(=O)O)cc1
    -0.3	-8.8	-1.2	4.6	35.3	-22.8	-8.8	-0.9
O=S(=O)(N/N=C\c1ccccc1O)c1ccc(Cl)cc1
    0.6	-13.5	0.0	-14.4	-21.3	11.6	13.7	-3.3
O=C(Nc1ccccc1C(=O)N1CCCC1)c1ccc(Cl)c([N+](=O)[O-])c1
    ·	-0.9	0.3	4.6	-0.3	·	1.9	3.0
Cc1ccc(C)c(N2CCN(CCN3CCCCC3)CC2)c1
    -2.2	-12.9	0.1	-3.2	11.5	8.3	-6.3	-4.1
CCOC(=O)c1c(NC(=O)CSc2c[nH]c3ccccc23)sc2c1CCCC2
    -1.1	-7.3	-0.1	-1.4	-2.8	9.7	-2.5	8.2
Cc1cc(C)c(CN2CCN(CCCn3ccc(NC(=O)OCc4ccccc4)nc3=O)CC2)c(C)c1
    -3.3	-7.0	0.0	8.9	-6.8	5.7	-2.7	-1.4
Cc1ccc(NC(=S)Nc2ccc(S(=O)(=O)N3CCOCC3)cc2)cc1S(=O)(=O)N1CCOCC1
    -1.2	-39.6	0.0	·	-7.3	-3.8	4.4	-1.3
CCOC(=O)C1(Cc2cccc(OC)c2)CCN(Cc2ccc3c(c2)OCCO3)CC1
    -1.4	2.8	0.7	-2.6	-51.5	-10.1	-31.1	15.1
COC(=O)C1=C(C)N(CCCC(=O)O)C(=O)NC1c1ccc(-c2ccccc2)cc1 (centres undefined)
    0.4	-13.4	0.1	-2.9	4.2	2.4	4.4	3.1
CN(C)C(=O)c1ccc(-c2ccc([C@@H]3[C@H](CO)N4CCCCN(CC5CC5)C[C@@H]34)cc2)cc1
    0.3	4.7	0.0	-2.2	13.7	1.6	27.4	4.1
COc1ccc(NC(=O)Nc2ccc3c(c2)C(=O)N([C@@H](C)CO)C[C@H](C)[C@H](CN(C)C(=O)Nc2ccc(F)cc2)OCCCC[C@@H](C)O3)cc1
    -2.5	2.3	0.0	-10.8	4.2	2.4	6.0	-1.9
COc1cccc(/C=N/Nc2ncnc3c2[nH]c2ccc(C)cc23)c1OC
    -1.1	-15.6	1.1	-4.7	-5.3	·	·	·
NC(=O)COC(=O)c1ccccc1SCC(=O)NC1CCCCCC1
    -0.7	-5.6	0.0	-1.7	2.6	5.1	-0.4	0.2
COc1ccc(-c2c[n+](CC(=O)c3cccs3)c3n2CCC3)cc1
    0.1	-4.5	0.2	-0.4	-11.3	·	·	-2.7
CC(=O)Nc1ccnn1C1CCN(C(=O)c2cccc(C)c2C)CC1
    0.5	-6.9	0.0	4.3	2.5	-10.4	-1.6	-4.0
CC(CCc1ccccc1)NCC(O)c1cccc([N+](=O)[O-])c1 (centres undefined)
    2.6	-6.0	0.2	-1.5	-15.1	·	·	-1.0
C[C@H](CO)N1C[C@H](C)[C@H](CN(C)Cc2ccccc2)OCCCC[C@H](C)Oc2ccc(NC(=O)NC3CCCCC3)cc2C1=O
    -0.2	5.0	-0.9	3.9	-12.3	9.6	-0.7	-0.5
COc1ccc(NC(=O)Nc2cccc3c2O[C@@H](CN(C)S(=O)(=O)c2ccc(F)cc2)[C@H](C)CN([C@@H](C)CO)C3=O)cc1
    3.4	·	-0.7	4.3	12.0	6.5	-0.5	·
COc1cccc(C2=NOC(C(=O)N3CCc4ccccc4C3)C2)c1 (centres undefined)
    -3.7	-20.6	0.1	34.8	-3.4	-2.6	22.9	-2.7
COc1ccccc1C1C(C#N)=C(N)Oc2c1oc(CO)cc2=O (centres undefined)
    -1.3	1.5	0.0	0.6	-5.8	-0.9	0.3	0.0
CC(=O)NC12CC3CC(C1)CC(C(=O)Oc1ccc(N(C)S(=O)(=O)c4cc(C)ccc4C)cc1)(C3)C2
    -0.2	-8.1	0.0	-2.3	1.3	4.1	1.0	8.5
CN1c2ccccc2-c2ccccc2S1(=O)=O
    -1.0	-7.5	0.0	-20.7	·	-0.5	-10.6	-3.1
COCCn1c(C)cc(C(=O)COC(=O)Cc2n[nH]c(=O)c3ccccc23)c1C
    -0.8	-13.6	0.5	6.4	9.2	15.6	·	2.5
CO[C@H]1CN(C)C(=O)c2ccc(NS(=O)(=O)c3ccccc3)cc2OC[C@@H](C)N(Cc2cccnc2)C[C@H]1C
    -1.0	19.3	0.3	-3.0	-5.8	-4.6	-7.2	0.8
COc1cc(C(=O)NCC(=O)NCCSc2ccc(Br)cc2)cc(OC)c1OC
    -0.9	-10.7	0.1	1.4	-28.2	·	-3.8	-7.2
CCN(CC(=O)NCc1ccc(F)cc1)C(=O)/C=C/c1cccs1
    -2.4	-19.3	0.2	1.1	16.5	-0.7	-4.4	-8.4
CCS(=O)(=O)Nc1ccc2c(c1)C(=O)N(C)C[C@@H](OC)[C@@H](C)CN(C(=O)c1ccc3c(c1)OCO3)[C@H](C)CO2
    -1.2	·	0.4	·	-1.6	·	1.2	·
Cn1c(=O)n(C)c2cc(CNC(=O)[C@H]3O[C@@H](n4cnc5c(N)ncnc54)[C@H](O)[C@@H]3O)ccc21
    -0.9	-5.3	-0.1	·	11.1	3.8	-2.8	-1.1
Cc1csc(SCCn2c(N3CCOCC3)nc3c2c(=O)[nH]c(=O)n3C)n1
    1.2	-15.0	0.1	-0.6	-4.9	1.4	13.4	-3.1
CC(C)C[C@@H](COc1ccccc1)N1CCN(C)CCC1=O
    1.6	-13.8	0.1	15.4	-9.0	-6.1	-5.4	·
CN(Cc1cc(Cl)cc(Cl)c1O)Cc1c(O)ccc2ccccc12
    -2.7	-7.7	0.0	9.3	-16.1	-0.9	1.0	1.0

Compounds were not picked by outcome; about 3.3% have a hit in one of these screens.
